Screening data as filed in PubChem BioAssay.
DTT redox prof = compounds producing H2O2 with reducing agent – biochemical, NIH compound library profiling, artefact control for MLSCN library redox annotation, primary screen. actives 0.03% (n = 200,000). DTT-dependent redox cycling H2O2, phenol red/HRP absorbance; 100% = 100 µM peroxide control, 0% = buffer. activation, % at 10 µM. AID 878;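 active means activation of at least 50% relative to the plate's high and low controls in the primary single-dose screen; inactive means activation below 50%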;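 further: compound incubated with DTT at 0.8 mM final as the reducing agent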
Lmaj promast = inhibitors of Leishmania major promastigote growth; Leishmania major promastigotes, resazurin fluorescence viability; actives 9% (n = 200,000); AID 1063; inhibition, % at 10 µM;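 further: promastigotes grown with compound for 44 hours at 28 °C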
Hsp70 act = switches on Hsp70 transcription; HeLa Hsp70 promoter luciferase reporter, luminescence; scaled: vehicle 0, proteasome-inhibitor control 100%; AID 1203; activation, % at 10 µM; actives 0.04% (n = 200,000);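 active means activation above the mean across all tested compounds plus 3 SD, cutoff set per campaign, cut at about 5.5% in these data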;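 further: 100% = MG132 at 30 µM as the positive control and 0% = DMSO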
G6PDH counter = L. mesenteroides G6PDH inhibition counter-screen; Purified L. mesenteroides G6PDH, diaphorase/resazurin coupled fluorescence, 45 min; inhibition, % at 5 µM; actives 0.12% (n = 200,000); AID 1020
PMI act hi M6P = activators of human phosphomannose isomerase at near-saturating mannose 6-phosphate | P34949 | coupled PMI enzyme assay, resazurin fluorescence, 20 min; hits give high values; 1 = untreated enzyme, 0 = substrate-free blank | activation factor at 20 µM | actives 0.34% (n = 190,000);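 active means activation factor of 2 or more at 20 µM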
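assay system = human phosphomannose isomerase with PGI, G6PDH, diaphorase coupling enzymes | quantity = 15 ng/mL PMI | incubation = enzyme reaction with compound 20 min at room temperature | medium = HEPES pH 7.4 buffer with MgCl2 and Tween-20 | compound dosing = one concentration, 20 µM, in 1% DMSO | measured by = Diaphorase-driven resazurin-to-resorufin fluorescence, excitation 544, emission 590 nm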
Diaph inh CS = diaphorase inhibition or chemical oxidation counter-screen; diaphorase resazurin-to-resorufin fluorescence, NADH, 16 min; bacterial (C. kluyveri) enzyme, not human; inhibition, % at 20 µM; actives 0.69% (n = 190,000); AID 1217;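 active means primary screen inhibition at 20 µM above a set limit, cut at about 50% in these data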;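 further: plate controls were DMSO with full reaction for no effect and wells lacking NADH for full effect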
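System: Bacterial diaphorase enzyme (C. kluyveri) | Incubation: 16-min room-temperature incubation before reading | Benchmarks: No-NADH positive control and DMSO neutral control | Measured by: Resorufin fluorescence 544/590 nm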
S1P3 antagonist = antagonists of human S1P3 receptor; inhibition, % at 4.98 µM; CHO S1P3 NFAT-BLA reporter, FRET fluorescence, antagonist mode; Q99500; actives 0.27% (n = 170,000);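 active means inhibition above the plate cutoff, the mean inhibition of test wells on that plate plus 3 SD, cut at about 28% in these data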;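 further: cells challenged with S1P at its EC80 of 0.8 µM; blue over green emission ratio from cleaved BLA substrate after 4 h stimulation; 0% = S1P-stimulated wells and 100% = unstimulated DMSO-only wells; some compounds past the cut are filed as inactive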
TLR4-MyD88 BLA = blocks binding of human TLR4 to MyD88; O00206+Q99836; HeLa CL3-4 TLR4/MyD88 BLA complementation, FRET ratio; inhibition, % at 8.4 µM; actives 0.18% (n = 200,000); AID 861; in the data active means inhibition above about 25%;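 further: 0% = vehicle and 100% = reference inhibitor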
Target sequence (O00206 whole entry, looked up): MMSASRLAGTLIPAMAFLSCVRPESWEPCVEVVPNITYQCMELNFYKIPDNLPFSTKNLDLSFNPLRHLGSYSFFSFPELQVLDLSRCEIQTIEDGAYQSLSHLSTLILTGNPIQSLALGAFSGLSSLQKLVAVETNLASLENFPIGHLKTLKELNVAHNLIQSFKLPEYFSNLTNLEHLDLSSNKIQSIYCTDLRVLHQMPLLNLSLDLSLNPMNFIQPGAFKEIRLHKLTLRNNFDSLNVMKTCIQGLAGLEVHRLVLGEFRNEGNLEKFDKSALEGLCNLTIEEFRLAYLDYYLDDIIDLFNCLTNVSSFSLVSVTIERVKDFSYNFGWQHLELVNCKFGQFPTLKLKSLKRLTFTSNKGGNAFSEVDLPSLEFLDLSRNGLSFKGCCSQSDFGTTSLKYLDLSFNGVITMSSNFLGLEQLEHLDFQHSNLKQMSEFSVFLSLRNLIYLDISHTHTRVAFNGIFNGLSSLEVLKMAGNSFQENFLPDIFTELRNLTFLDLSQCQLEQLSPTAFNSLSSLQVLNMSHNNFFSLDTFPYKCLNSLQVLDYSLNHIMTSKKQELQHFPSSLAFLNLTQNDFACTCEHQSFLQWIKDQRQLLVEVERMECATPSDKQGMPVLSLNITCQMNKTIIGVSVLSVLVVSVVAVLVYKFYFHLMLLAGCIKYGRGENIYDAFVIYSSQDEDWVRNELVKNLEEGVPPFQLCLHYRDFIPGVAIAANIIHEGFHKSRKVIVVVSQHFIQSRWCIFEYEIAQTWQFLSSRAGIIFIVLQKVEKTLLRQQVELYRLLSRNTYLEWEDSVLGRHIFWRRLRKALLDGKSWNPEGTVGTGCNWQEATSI
Target sequence (Q99836 whole entry, looked up): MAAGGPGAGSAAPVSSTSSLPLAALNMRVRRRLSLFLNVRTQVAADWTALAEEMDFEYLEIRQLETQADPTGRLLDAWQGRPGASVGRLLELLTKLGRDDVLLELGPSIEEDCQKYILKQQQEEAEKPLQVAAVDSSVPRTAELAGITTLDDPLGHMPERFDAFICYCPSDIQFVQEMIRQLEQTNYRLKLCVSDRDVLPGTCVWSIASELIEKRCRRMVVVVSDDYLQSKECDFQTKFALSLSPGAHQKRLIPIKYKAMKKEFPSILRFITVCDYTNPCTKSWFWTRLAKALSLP
Diaphorase act = activates diaphorase or chemically reduces, flagging diaphorase assay artifacts | activation factor at 20 µM | Diaphorase/resazurin coupled assay, resorufin fluorescence, 16 min; hits give high values; 1 = vehicle wells, 0 = NADH-free wells | actives 0.005% (n = 190,000) | AID 1229;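 active means diaphorase activity raised at least twofold by the compound at 20 µM; inactive means activation factor below 2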
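Material: bacterial diaphorase enzyme (C. kluyveri); amount: enzyme 0.07 U/mL final; reagent: NADH substrate 0.114 mM plus resazurin dye 0.1 mM, final; doses: single compound dose of 20 µM, 1% DMSO final; timing: 16 min enzyme reaction, ambient temperature; measured by: fluorescence of resorufin, 544 nm excitation, 590 nm emission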
RAM inhibit = inhibitors of the yeast RAM network. actives 1.8% (n = 190,000). inhibition, % at 50 µM. S. cerevisiae dse1pr::URA3 reporter, 5-FOA growth OD615, 2 d; analog-sensitive cbk1-as2 kinase mutant strain. AID 868;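 active means inhibition above a set limit, 3 SD over mean compound inhibition, cut at about 8.4% in these data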;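 further: 0% = DMSO-only wells with no growth and 100% = 10 µM 1-NA-PP1 full growth; inhibition rescues growth on 5-FOA so higher OD means more RAM inhibition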
PMI activator = increases human mannose-6-phosphate isomerase activity | P34949 | purified human PMI, coupled resazurin fluorescence, 20 min; hits give high values; 1 = vehicle control, 0 substrate-free wells | activation factor at 20 µM | actives 0.005% (n = 190,000) | AID 1214;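 active means activation factor of 2 or more at 20 µM, relative to plate controls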
Numbers without * were called inactive; x = no result given. Unless noted, no stated cut-off is given here; in the data, active means inhibition above about 50%; inactive means the rest.

SMILES	DTT redox prof	Lmaj promast	Hsp70 act	G6PDH counter	PMI act hi M6P	Diaph inh CS	S1P3 antagonist	TLR4-MyD88 BLA	Diaphorase act	RAM inhibit	PMI activator
COCCNC(=O)C(C#N)c1nc2ccccc2nc1N1CCCCCC1 (stereo not drawn)	0.3	-1	-0.5	-5	1.4	32	3	4	0.7	-0.5	1.3
O=C(/C=C/c1ccc2c(c1)OCO2)c1ccc[nH]1	-0.3	9	0.4	-2	1	5	-17	-4	0.9	0.6	1
O=C(c1scc2c1CCCC2)N1CCCCC1	-0.1	-1	-0.3	9	1	11	x	-8	0.9	-0.1	1
CCOC(=O)C1CCCN(CCC(=O)Nc2ccccc2)C1 (stereo not drawn)	-3.1	-3	-0.1	-3	1	4	x	-8	1	-0.3	1.1
CCOc1cc(/C=C/c2cc(C(F)(F)F)[nH]c(=O)n2)ccc1O	-0.3	4	-0.4	12	0.8	25	1	9	0.8	-0.8	0.9
CCc1ccc(NC(=O)CSc2nnc(-c3cnccn3)n2Cc2ccco2)cc1	-0.1	2	-0.1	4	0.9	13	-23	12	0.9	7.5	0.9
CCS(=O)(=O)N1Cc2ccccc2CC1C(=O)Nc1ccc(NC(C)=O)cc1 (stereo not drawn)	0.1	0	-0.1	4	1	11	x	-6	0.9	0.1	0.9
Cc1ccc(-c2nn3c(-c4ccco4)nnc3c3ccccc23)cc1S(=O)(=O)N1CCOCC1	x	x	x	-2	1	21	-52	x	0.8	x	1
O=C(Cn1c(=O)c(=O)n(Cc2ccccc2)c2ccc(Cl)cc21)NCC1CCCO1 (stereo not drawn)	-0.5	4	-0.4	10	1.1	14	-13	-13	0.9	4.0	1.1
Cc1ccc(/C=C/C(=O)NCc2ccc3c(c2)OCO3)o1	-0.6	-3	-0.5	5	0.9	14	-2	-8	0.9	2.7	1
Cn1cnc2c1c(=O)n(Cc1ccc(F)cc1Cl)c(=O)n2C	0.5	-7	0.4	-2	1	14	13	5	0.9	0.6	0.9
CC(C)NC(=O)CCc1nnc(Cc2cccc(C(F)(F)F)c2)o1	8.6	-7	-0.1	6	1	0	-11	0	1	0.8	0.9
CCOC(=O)C1(Cc2cccc(OC)c2)CCCN(C(=O)CCc2cccnc2)C1 (stereo not drawn)	0.1	-2	-0.3	17	0.9	10	6	3	0.9	-0.8	0.9
COc1ccc(NC(=O)c2cc(-c3ccccc3OC)on2)cc1	0.0	-9	-0.4	1	1	19	-8	15	0.8	2.1	1
CCSc1nnc(NC(=O)c2ccc3ccccc3n2)s1	0.3	18	0.0	6	0.9	14	x	-10	0.9	4.0	1
C=CCn1c(=O)n2ncnc2c2c3c(sc21)CCCC3	0.3	36	-0.5	2	1	9	x	4	0.9	1.5	1
COc1cc(NC(=O)c2cccs2)ccc1NC(=O)c1ccco1	0.1	-4	0.5	-26	0.9	17	1	-5	0.8	5.6	0.9
Cc1nn(C(C)(C)C)c(OC(=O)c2ccco2)c1Sc1ccccc1	1.5	-2	-0.1	9	0.9	13	x	0	0.9	5.8	0.9
O=C(Nc1cccc(-c2cnc3ccccc3n2)c1)c1cccc(NC(=O)c2ccco2)c1	-0.7	69*	-0.1	7	1	2	x	-2	1	2.5	0.9
COc1ccc2oc(C(=O)OCC(=O)/C(C#N)=C(\C)N)c(C)c2c1	-0.7	-3	0.1	-6	0.8	13	-8	7	0.9	5.2	1
CN(C)C(=O)NCc1ccc(S(N)(=O)=O)cc1	2.6	1	-0.3	2	0.9	8	2	0	0.9	0.8	0.8
O=C(CN(c1ccc2c(c1)OCCO2)S(=O)(=O)c1ccccc1)NCc1ccc(Cl)cc1	0.1	98*	-0.3	2	0.9	26	-17	7	0.7	7.8	1
O=C1OCCC1Sc1nc2ccccc2n1-c1ccccc1 (stereo not drawn)	2.0	-7	-0.1	9	1	11	-6	1	0.9	0.1	1
CCN(CC(=O)Nc1ccccc1OC)C(=O)C1CC2C=CC1C2 (stereo not drawn)	1.6	-5	-0.1	-6	1	9	10	17	0.9	1.0	0.9
Cc1nnsc1SCCNC(=O)c1c(F)cccc1F	3.0	-5	-0.2	0	1	-6	x	4	1.1	-0.3	1
CCOC(=O)/C=C1\SCC(=O)N1CC(=O)NC(C)c1ccccc1 (stereo not drawn)	-0.1	-2	-0.2	4	1	18	-1	-3	0.8	6.3	1.1
O=C(Nc1ccc2c(c1)OCO2)c1ccc(S(=O)(=O)N2CCCC2)cc1	0.2	11	-0.3	9	1	13	-8	-15	0.9	5.6	1
CCOC(=O)c1ccc(NC(=S)NCCCN2CCN(C3CCCCC3)CC2)cc1	-0.7	53*	-0.1	1	1	10	-6	-7	0.9	2.6	0.9
O=C(CN1CCN(Cc2ccc3c(c2)OCO3)CC1)N1CCc2[nH]c3ccc(F)cc3c2C1	0.0	99*	0.2	-35	0.9	23	-29	-16	0.8	0.7	0.9
CC(C)CN1CCN(Cc2cccn2-c2ccccn2)CC1CCO (stereo not drawn)	-1.0	-1	0.8	18	1.1	2	-2	7	1	1.5	1
COc1ccc(C/C(C)=N/NC(=O)c2cc(C)oc2C)cc1	0.3	3	-0.3	3	0.9	44	7	7	0.6	-1.4	1
COc1ccc(-c2nn(-c3ccccc3)cc2CO)cc1OC	0.7	-8	-0.2	5	1	12	-14	-3	0.9	2.8	1
Fc1ccc(-c2[nH]ncc2-c2nnnn2-c2ccccc2)c(F)c1	-4.3	3	-0.1	7	0.9	8	x	2	0.9	0.6	0.9
O=C(COC(=O)c1cccnc1)Nc1ccccc1	0.6	-5	-0.3	12	1.1	3	x	0	1	0.5	1
CC(C)(C)OC(=O)N1CCCC1C(=O)N1CCc2ccccc21 (stereo not drawn)	2.1	-3	0.0	15	1	2	x	5	1	-1.0	1.1
Cc1ccc(N2C(=O)NC(NC(=O)C(C)(C)C)(C(F)(F)F)C2=O)cc1C (stereo not drawn)	-0.1	-2	-0.3	7	1.1	4	9	-3	1	1.3	1
Cc1ncc([N+](=O)[O-])n1CC(=O)NC(C)(C)C	0.4	-8	-0.1	10	1	7	-4	-12	0.9	1.8	0.9
O=C(N/N=C/c1ccco1)c1cc(-c2cccs2)[nH]n1	0.2	-3	0.0	-22	1	8	-3	-6	0.9	0.6	0.9
O=C(Nc1nc(N2C(=O)c3ccccc3C2=O)n(-c2ccccc2)n1)c1ccc(Cl)cc1	3.0	-10	0.0	3	1	24	x	-9	0.8	-0.3	1
Cc1ccc(C2N(c3cccc(Cl)c3)C(=O)C3CCCN32)o1 (stereo not drawn)	-1.2	-6	-0.2	-1	0.9	20	-4	-7	0.8	0.3	1
CCCCCn1nc(C)c2c(C)cc(=O)[nH]c21	1.2	-5	0.2	4	1	1	x	-11	1	1.2	1
C/C(=N\OC(=O)c1c(-c2ccccc2Cl)noc1C)c1ccncc1	0.1	42	0.1	5	1.1	4	-10	8	1	-0.1	1
CN1CCc2c(sc(NC(=O)c3ccc(S(=O)(=O)N4CCOCC4)cc3)c2C(N)=O)C1	0.3	2	0.0	-41	0.8	13	5	6	0.9	0.0	0.8
CCc1cccc(NC(=O)C2CCCC2)c1	0.9	5	0.1	0	1	6	14	-1	0.9	0.5	1
COc1ccc(OC)c(NC2=C(Cl)C(=O)N(Cc3ccccc3)C2=O)c1	-2.2	20	-0.2	8	0.7	19	8	-3	0.8	7.9	0.8
CC(C)Cc1cc(C(=O)N2CCN(c3ccc(F)cc3)CC2)no1	-0.3	-8	0.0	11	0.9	10	-8	9	0.9	0.1	0.8
CCOC(=O)Cn1cnc2c(nnn2-c2ccc(OC)cc2)c1=O	-0.4	1	0.3	-1	1	20	10	-6	0.8	1.5	1
O=C(O)CSc1nnc(CNc2ccccc2Cl)n1-c1ccccc1	2.5	-3	-0.1	2	1.1	-3	-15	-5	1	-0.3	1.1
COc1ccc(CNC(=O)C2C3C=CC4(CN(Cc5cccnc5)C(=O)C24)O3)cc1 (stereo not drawn)	-0.1	-6	-0.5	2	1	15	-22	4	0.8	0.8	0.9
O=C(N/N=C/c1ccc[nH]1)c1ccc2c(c1)OCO2	-1.8	-15	1.4	7	0.9	20	-2	-5	0.8	1.2	1.4
CCN(CC)c1ccc(/C=N/Nc2nc(C)cc(C)n2)c(O)c1	-0.7	100*	-0.2	44	0.7	42	4	-7	0.6	0.1	0.6
COc1ccccc1NC(=O)c1ccc(NC(=O)CSc2nncn2C)cc1	0.4	-2	-0.4	-16	1	8	-11	-1	0.9	8.1	0.9
COc1ccc(OC)c(CC(NC(C)=O)C(=O)NC2CCN(c3c(Cc4ccccc4)c(C)nc4ncnn34)CC2)c1 (stereo not drawn)	0.1	-9	-0.3	9	1	10	-2	9	0.9	0.5	0.9
CN(C)c1ccc(/C=C2\CCCCC2=O)cc1	0.4	6	-0.1	-22	0.9	23	-14	-2	0.8	-0.1	1
Cc1c(N=Cc2nc3ccccc3n2C)c(=O)n(-c2ccccc2)n1C	0.2	4	-0.4	6	1.2	4	-16	3	1	-0.2	1.1
Cc1ccc(-c2nnc(SCC(=O)N3CCN(c4ccccc4)CC3)o2)cc1	0.9	3	0.0	3	1.1	-6	7	4	1.1	2.7	1.1
CCOC(=O)CN1C(=O)C(=O)c2cccc(C)c21	-0.3	-14	-0.5	-3	0.8	20	6	-13	0.8	0.6	0.8
CCCNC(=O)[C@H](Cc1c[nH]c2ccccc12)NC(=O)c1ccccc1Cl	-0.5	0	-0.3	-7	1	7	-18	-11	0.9	0.9	0.9

Compounds above that have two or more sulfur atoms (3):
SMILES	DTT redox prof	Lmaj promast	Hsp70 act	G6PDH counter	PMI act hi M6P	Diaph inh CS	S1P3 antagonist	TLR4-MyD88 BLA	Diaphorase act	RAM inhibit	PMI activator
CCSc1nnc(NC(=O)c2ccc3ccccc3n2)s1	0.3	18	0.0	6	0.9	14	x	-10	0.9	4.0	1
Cc1nnsc1SCCNC(=O)c1c(F)cccc1F	3.0	-5	-0.2	0	1	-6	x	4	1.1	-0.3	1
CN1CCc2c(sc(NC(=O)c3ccc(S(=O)(=O)N4CCOCC4)cc3)c2C(N)=O)C1	0.3	2	0.0	-41	0.8	13	5	6	0.9	0.0	0.8
